Source: PubChem
CFTR F508del cor: CFTR F508del correction in bronchial cells. CFBE cells, YFP halide quenching; stimulated with forskolin plus potentiator P3; % fluorescence drop versus neutral controls. activity (quench increase), % at 7.58 µM. 350,000 tested, 0.36% active. AID 720511;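 active = mean added fluorescence quench of at least 8% versus neutral control, with both replicates also reaching 8%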;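 also: cells transiently co-express mutant CFTR-F508del with the halide-sensitive YFP; corrector assay measuring rescue of mutant channel to the surface after 24 h compound exposure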
INS-1E GSIS act: primary screen for activators of insulin secretion dependent on glucose, INS-1E cells, GLuc reporter luminescence. INS-1E GLuc reporter insulin secretion, 2-3 h. activation, % at 16.6 µM. 370,000 tested, 0.61% active. AID 743287;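 active = lowest replicate activation of at least 40%, so every replicate reaches that level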;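 also: 0% = median of neutral control wells and 100% = median of IBMX positive control wells; some compounds called inactive have numbers as strong as hits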
RAD54 branch: RAD54 (human) branch migration inhibition; RAD54 Holliday junction branch migration, FAM/BHQ fluorescence; Q92698; 360,000 tested, 0.14% active; inhibition, % at 10.4 µM;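 active = mean normalized replicate activity at least 40 and at least half of replicates scoring 40 or more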;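 also: 0% = median of neutral control wells and 100% = median of positive control wells; inhibitors cause a drop in the FAM fluorescence signal; in these data hits start at about 50%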
Target sequence (Q92698 whole entry, looked up): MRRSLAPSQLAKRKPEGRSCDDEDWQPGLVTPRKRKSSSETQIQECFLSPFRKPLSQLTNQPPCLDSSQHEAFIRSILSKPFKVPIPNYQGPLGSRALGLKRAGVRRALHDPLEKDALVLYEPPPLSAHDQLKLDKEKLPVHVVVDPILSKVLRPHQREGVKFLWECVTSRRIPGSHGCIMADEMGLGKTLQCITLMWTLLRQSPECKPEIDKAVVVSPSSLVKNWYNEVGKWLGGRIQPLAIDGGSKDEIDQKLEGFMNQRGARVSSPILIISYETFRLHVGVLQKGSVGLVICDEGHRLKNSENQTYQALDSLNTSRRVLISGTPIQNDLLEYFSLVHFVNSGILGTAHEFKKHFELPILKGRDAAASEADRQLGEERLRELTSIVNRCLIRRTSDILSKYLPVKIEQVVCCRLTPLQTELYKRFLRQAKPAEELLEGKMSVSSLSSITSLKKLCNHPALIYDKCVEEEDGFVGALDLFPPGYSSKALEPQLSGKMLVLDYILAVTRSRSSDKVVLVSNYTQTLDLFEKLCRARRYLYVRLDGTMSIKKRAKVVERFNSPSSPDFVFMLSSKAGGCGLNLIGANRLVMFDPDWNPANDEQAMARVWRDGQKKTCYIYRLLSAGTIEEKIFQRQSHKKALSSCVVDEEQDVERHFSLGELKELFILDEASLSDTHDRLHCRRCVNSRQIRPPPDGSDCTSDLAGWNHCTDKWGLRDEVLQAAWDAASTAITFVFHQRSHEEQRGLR
esBAF inh: inhibitors of esBAF chromatin remodeling in mouse ES cells; AID 602393; 350,000 tested, 2% active; Bmi1-luciferase knock-in reporter, 24 h; 100% = twice the neutral-well signal; reporter increase, % at 12.5 µM; in the data active = activation above about 40%;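 also: 0% = median of the plate's neutral control wells and 100% = double that signal; a rise in the Bmi1 reporter signal indicates esBAF inhibition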
RAD52 inh: inhibitors of human RAD52 DNA annealing. P43351. recombinant RAD52 DNA annealing, FRET fluorescence. inhibition, % at 18.7 µM. 360,000 tested, 0.46% active;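 active = every replicate showing at least 50% inhibition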
ARNT TACC3 PPI: ARNT/TACC3 interaction disruption. Q9Y6A5. AlphaScreen His-ARNT PAS-B/GST-TACC3 binding, luminescence; TACC3 fragment carries E629A point mutation. inhibition, % at 9.99 µM. 390,000 tested, 0.66% active;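 active = mean inhibition of replicates at least 50% and at least half of replicates each reaching 50%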;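 also: 0% = complete ARNT plus TACC3 wells and 100% = ARNT alone without TACC3; many hits fall short of the cut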
ERAP1 inh: ERAP1 (human) enzyme inhibition | Q9NZ08 | 340,000 tested, 0.15% active | recombinant ERAP1, Leu-AMC fluorescence, 60 min | inhibition, % at 10.7 µM;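 active = mean replicate inhibition of at least 30%, or all replicates individually reaching that 30% level; inactive = mean below 30% and not every replicate reaching it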;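 also: 0% = neutral control wells and 100% = L-leucinethiol positive control wells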
Xi reactivation: activators of X-chromosome reactivation in mouse fibroblasts. 360,000 tested, 0.055% active. XiGFP mouse fibroblasts, % GFP-positive cells imaging, 3 d; cells co-treated with 5-aza-dC sensitizer; scaled so ellipticine positive control = 100%. activation, % at 7.58 µM;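 active = mean normalized replicate activation at least 10% and every replicate at or above 10%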;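 also: 0% = median of on-plate neutral control wells and 100% = ellipticine 6 µM median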
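System: XiGFP fibroblasts, SV40-immortalized. Medium: DMEM plus 5-aza-dC sensitizer. Doses: single point. Timing: 3 d treatment, 15 min room-temperature fixation. Control set: ellipticine 6 µM.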
The depositor's hits bear a star; · = not tested or not shown.

SMILES | CFTR F508del cor | INS-1E GSIS act | RAD54 branch | esBAF inh | RAD52 inh | ARNT TACC3 PPI | ERAP1 inh | Xi reactivation
C[C@H]1CN([C@@H](C)CO)C(=O)Cc2cc(NC(=O)Nc3cccc4ccccc34)ccc2O[C@H]1CN(C)S(=O)(=O)c1ccccc1 | 3.1 | 0.6 | 10.8 | -8.6 | -1.6 | · | -5.5 | 0.2
C[C@H](CO)N1C[C@H](C)[C@H](CN(C)C)Oc2ccc(NC(=O)Nc3cccc4ccccc34)cc2CC1=O | -0.3 | 12.1 | 6.5 | 4.2 | 0.9 | -2.1 | -0.5 | 0.4
O=C(C1CCC1)N1CC(=O)N2[C@H](CO)[C@@H](c3ccc(C#CCc4ccccc4)cc3)[C@@H]2C1 | -2.3 | 15.5 | · | · | 9.1 | · | 0.8 | 0.0
CN1C(=O)c2cc(NC(=O)c3cscn3)ccc2OC[C@H]2O[C@H](CC(=O)N3CCCCC3)CC[C@@H]21 | -2.2 | -1.9 | -7.7 | -0.5 | -11.8 | -9.8 | -2.0 | 0.0
Cc1sc2ncnc(N=Nc3c(O)[nH]c4ccccc34)c2c1C | · | 45.3 | -2.2 | 51.6* | · | -0.3 | · | 2.2
CCOC(=O)c1ccc(NC(=O)CC2SC3=NCCN3C2=O)cc1 (stereo not given) | -1.1 | -2.1 | · | · | -6.2 | -2.5 | 1.9 | 0.3
O=C(c1ccc(N2CCCC2)c([N+](=O)[O-])c1)N1CCN(S(=O)(=O)c2ccc(Cl)cc2)CC1 | -1.7 | -14.2 | 0.7 | · | -10.4 | 9.9 | 1.8 | 0.0
O=C(c1ccco1)N1N=C2CCCCCC2C1(O)C(F)(F)F (stereo not given) | 0.5 | 9.4 | · | · | -7.6 | -9.8 | 12.0 | 0.0
O=C(Cn1cc([N+](=O)[O-])ccc1=O)N1CCCc2ccccc21 | 0.4 | 14.9 | 6.4 | 2.7 | -4.1 | -2.2 | -0.2 | 0.3
CCN(Cc1cccs1)C(=O)CN1C(=O)NC2(CCCc3ccccc32)C1=O (stereo not given) | 0.0 | -4.5 | -7.7 | 0.3 | 0.4 | -8.3 | -5.9 | -0.1
Cc1ccc([C@@H]2[C@@H]3C(=O)N(c4ccccc4)C(=O)[C@@H]3[C@]3(C)C(=O)N(Cc4ccccn4)CC(=O)N23)o1 | -0.1 | · | 11.8 | -0.6 | -11.5 | 2.6 | · | 0.0
Cc1cccc(NC(=S)NNC(=S)NC2CCCCC2)c1C | 1.2 | -1.0 | · | · | -8.6 | 15.4 | -3.0 | 0.0
C[C@H]1CCCCO[C@@H](CN(C)Cc2ccc3c(c2)OCO3)[C@@H](C)CN([C@@H](C)CO)C(=O)c2cc(NC(=O)Nc3ccccc3)ccc2O1 | -2.5 | -29.1 | -5.4 | 9.9 | 45.0 | 30.0 | -1.6 | 0.0
Cn1cc(S(=O)(=O)NCc2ccc3c(c2)OCO3)c(C(F)(F)F)n1 | 0.7 | 3.0 | 4.8 | -2.8 | -16.5 | -1.3 | -2.7 | 0.0
CC(Oc1ccccc1)C(=O)N1CCC2(CC1)Oc1ccc(F)cc1C(=O)C21CC(c2ccccc2)=NO1 (stereo not given) | -3.1 | -3.9 | -8.1 | -6.0 | -13.7 | 3.2 | · | 0.0
C[C@@H]1CN([C@H](C)CO)C(=O)c2cc(C3=CCCCC3)cnc2O[C@H]1CN(C)Cc1ccccc1F | 0.1 | -12.1 | 3.9 | -5.5 | 18.1 | 6.7 | 0.6 | -0.1
O=C(CSc1cc(Cl)ccc1Cl)NCC(=O)Nc1ccc(F)c(F)c1F | -2.2 | -42.9 | · | · | -18.0 | · | -1.2 | 0.1
Cc1cc(NC(=O)c2cc([N+](=O)[O-])cc([N+](=O)[O-])c2C)no1 | 0.4 | -15.4 | · | · | -12.6 | -2.4 | 4.7 | -0.2
CCC(C(=O)Nc1ccccc1C(=O)N1CCOCC1)N1C(=O)c2ccccc2C1=O (stereo not given) | · | 4.4 | -15.4 | -3.8 | · | -7.6 | · | ·
Cn1cnnc1SCc1ccccc1[N+](=O)[O-] | -2.1 | 2.6 | 1.7 | · | -5.9 | -25.9 | -0.8 | 0.0
Cc1noc(C)c1NC(=O)Nc1ccc2c(c1)CC(=O)N([C@H](C)CO)C[C@@H](C)[C@H](CN(C)C(=O)NC1CCCCC1)O2 | -1.2 | 7.2 | 0.2 | -2.3 | -12.3 | 2.1 | 2.2 | -0.4
C[C@@H]1CN([C@H](C)CO)C(=O)c2cc(NC(=O)Nc3cccc4ccccc34)ccc2O[C@@H](C)CCCCO[C@H]1CN(C)C(=O)NC1CCCCC1 | 0.0 | -4.5 | 4.3 | 5.9 | -1.1 | -5.0 | -1.2 | 0.1
Cc1ccccc1CS(=O)(=O)CCC(=O)N1CCN(c2ccc(N3CCOCC3)nn2)CC1 | · | 8.6 | 7.0 | 4.1 | · | -2.0 | · | ·
CCOC(=O)[C@]12CCCC=C1N(Cc1cccc3ccccc13)C(=O)[C@H](CC(=O)NCc1cccs1)C2 | -1.7 | -4.6 | · | · | -11.1 | · | · | 0.1
C[C@@H]1CN([C@@H](C)CO)C(=O)c2cc(NS(C)(=O)=O)ccc2O[C@@H](C)CCCCO[C@@H]1CN(C)C(=O)Nc1ccccc1 | -0.7 | 7.5 | -3.6 | -3.1 | 13.6 | -12.4 | 2.2 | 0.1
Following part.
SMILES | CFTR F508del cor | INS-1E GSIS act | RAD54 branch | esBAF inh | RAD52 inh | ARNT TACC3 PPI | ERAP1 inh | Xi reactivation
CCS(=O)(=O)N1CC2(C1)[C@H](c1ccccc1)[C@@H](CO)N2CC1CCCC1 | -1.1 | 9.3 | · | · | -8.0 | · | 0.3 | 0.0
CCOC(=O)C1CCN(C(=O)C2CCCN(S(=O)(=O)c3ccc(OCC)c(Cl)c3)C2)CC1 (stereo not given) | 1.8 | -65.9 | -1.5 | -4.4 | 5.3 | -3.9 | 1.4 | -0.8
O=C(NCC(F)(F)F)[C@H]1[C@H](CO)[C@H]2Cn3c(cccc3=O)[C@@H]1N2C(=O)C1CC1 | 0.8 | 3.8 | 4.7 | -6.7 | 4.3 | -2.3 | -3.2 | 0.4
O=S(=O)(NCc1nc(-c2ccccc2)no1)c1ccc(F)cc1 | -1.2 | -16.7 | -7.2 | 8.4 | -3.4 | 1.9 | 1.9 | 0.0
COc1ccc(CN2C(=O)c3ccccc3C2C(=O)NCc2cccnc2)c(OC)c1 (stereo not given) | 1.7 | · | · | · | -10.8 | -0.5 | 6.8 | ·
CCS(=O)(=O)N1CCCCN2[C@H](CO)[C@@H](c3ccc(C#CC(C)(C)O)cc3)[C@@H]2C1 | 0.0 | 6.6 | 1.0 | · | -11.8 | -4.0 | 4.0 | 0.4
CCCN1C[C@@H](C)[C@@H](OC)CN(C)C(=O)c2cc(NC(=O)c3ccc(F)cc3)ccc2OC[C@@H]1C | -1.7 | -3.8 | 1.1 | 3.1 | -10.6 | 2.8 | 0.5 | 0.1
COc1ccccc1Cc1c(-c2ccc(Cl)cc2)nc2ccc(Cl)cn12 | 1.9 | · | -9.2 | 35.1 | -25.5 | · | -2.9 | 0.3
C[C@@H]1CCCCO[C@@H](CN(C)C(=O)Nc2ccccc2)[C@@H](C)CN([C@H](C)CO)C(=O)c2cc(NS(C)(=O)=O)ccc2O1 | 0.9 | 12.1 | 3.4 | -0.4 | 6.6 | -4.3 | 0.4 | 0.1
NC(=O)NC(=O)C[n+]1cccc(/C=N/O)c1 | 1.9 | 1.1 | · | · | -5.3 | -0.2 | -2.7 | 0.2
COc1ccc(C(N)c2csc(Nc3ccc(C(F)(F)F)cn3)n2)cc1 (stereo not given) | 0.5 | -13.2 | 7.7 | 0.3 | -44.8 | · | 1.3 | 0.2
O=C(Nc1ccc2nc(C(F)(F)F)[nH]c2c1)[C@@H]1O[C@H](CO)[C@@H](O)[C@H]1O | -2.1 | 3.6 | 2.6 | 8.9 | 0.1 | · | 12.2 | 0.1
Cc1nc2ccccc2c(N)c1C(=O)/C=C/c1ccccc1 | 4.7 | -2.8 | -0.6 | 0.0 | -5.9 | -21.3 | 2.7 | 0.0
CCCC1O[C@@H]2C[C@H]3[C@@H]4CCC5=CC(=O)C=C[C@]5(C)[C@H]4[C@@H](O)C[C@]3(C)[C@]2(C(=O)CO)O1 (stereo not given in full) | 3.4 | · | 0.6 | 7.3 | -10.9 | -2.8 | -0.4 | -0.1
COc1ccc(CCNC(=O)C2CCN(S(=O)(=O)N3CCC4(CC3)OCCO4)CC2)cc1OC | · | 15.7 | 8.2 | -3.2 | · | -4.9 | · | 0.1
Cc1cc(O)c2c(c1)C(O)(C1OC(CO)C(O)C(O)C1O)c1cccc(O)c1C2=O (stereo not given) | 1.4 | 0.8 | -14.8 | 7.8 | · | 2.1 | · | 0.0
Cc1ccccc1C(=O)NNC(=S)NC(=O)c1cccs1 | 1.3 | -4.1 | -3.5 | -10.7 | 3.8 | 29.9 | 0.2 | 0.0
Cc1noc(C)c1NC(=O)N(C)C[C@H]1Oc2ccc(NC(=O)CCN3CCOCC3)cc2C(=O)N([C@@H](C)CO)C[C@H]1C | -2.7 | 13.4 | 1.7 | 0.5 | -3.7 | -3.5 | 0.6 | 0.4
CCCCc1c(-c2ccccc2OC)ncn1CCc1cccc(Cl)c1 | 3.9 | 28.5 | · | · | 23.3 | · | 5.8 | 0.9
Cc1ccc2nc3c(nc2c1C)C(O)=C3O | 2.5 | -1.8 | 2.6 | · | -26.1 | 11.7 | 4.3 | 4.7
S=C1NCN(Cc2ccco2)CN1CCc1ccccc1 | -1.4 | · | 0.6 | · | -6.6 | -3.0 | 1.8 | 0.0
C[C@@H]1CN([C@H](C)CO)C(=O)Cc2cc(NC(=O)Nc3cccc4ccccc34)ccc2O[C@@H]1CN(C)C | -0.1 | -1.6 | 3.3 | -3.6 | 8.8 | -9.2 | -1.7 | 0.5
CCN(C1CCCCC1)S(=O)(=O)c1c(C)n(C)c(=O)n(C)c1=O | -3.9 | 7.3 | -1.9 | · | 1.4 | -3.5 | 0.8 | 0.1
NC(=O)CC(NC(=O)c1ccccc1)c1ccc(N2CCC(Br)CC2)c([N+](=O)[O-])c1 (stereo not given) | -1.5 | 4.7 | -4.4 | 4.0 | -25.0 | -0.5 | · | 0.0
CC1CCC(NC(=O)C(NS(=O)(=O)c2cccc3nsnc23)C(C)C)CC1 (stereo not given) | -1.1 | 10.6 | 4.7 | 1.6 | 2.0 | 3.6 | -2.1 | 0.0
N#Cc1cnc(NN)nc1 | -0.4 | 29.9 | · | · | 5.4 | 32.9 | 0.4 | -0.2

Some of these compounds in order of length of the SMILES, largest number first:
SMILES | CFTR F508del cor | INS-1E GSIS act | RAD54 branch | esBAF inh | RAD52 inh | ARNT TACC3 PPI | ERAP1 inh | Xi reactivation
O=C(NCC(F)(F)F)[C@H]1[C@H](CO)[C@H]2Cn3c(cccc3=O)[C@@H]1N2C(=O)C1CC1 | 0.8 | 3.8 | 4.7 | -6.7 | 4.3 | -2.3 | -3.2 | 0.4
CCOC(=O)C1CCN(C(=O)C2CCCN(S(=O)(=O)c3ccc(OCC)c(Cl)c3)C2)CC1 (stereo not given) | 1.8 | -65.9 | -1.5 | -4.4 | 5.3 | -3.9 | 1.4 | -0.8
COc1ccc(CN2C(=O)c3ccccc3C2C(=O)NCc2cccnc2)c(OC)c1 (stereo not given) | 1.7 | · | · | · | -10.8 | -0.5 | 6.8 | ·
CCN(Cc1cccs1)C(=O)CN1C(=O)NC2(CCCc3ccccc32)C1=O (stereo not given) | 0.0 | -4.5 | -7.7 | 0.3 | 0.4 | -8.3 | -5.9 | -0.1
CCOC(=O)c1ccc(NC(=O)CC2SC3=NCCN3C2=O)cc1 (stereo not given) | -1.1 | -2.1 | · | · | -6.2 | -2.5 | 1.9 | 0.3
Cc1ccccc1C(=O)NNC(=S)NC(=O)c1cccs1 | 1.3 | -4.1 | -3.5 | -10.7 | 3.8 | 29.9 | 0.2 | 0.0
